Source: PubChem BioAssay
Epigenetic derep = derepresses silenced GFP reporter in murine cells. murine LDR cells, GFP reporter derepression, 30 h. Potency, µM (doses to about 53.9 µM), for the others: at the top dose GFP activation, most hits filed as activators. 0.2% of 280,000 active; active = well fitted activation curve with a large enough effect; inconclusive = small, poorly fitted or top-dose-only effect; note: % of control where 0% means no effect; nearly all actives have a fitted effect of over 60% in size
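GFP-positive cell count by laser-scanning cytometry (objects 20–120 um) after 30 h, 37 C compound exposure of murine LDR cells; reporter is CMV-GFP integrated at a silenced locus, inducible by HDAC or DNMT inhibitors.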
Starred values were filed as active, the others as inactive; ? = inconclusive. Potency is the fitted concentration of half-maximal effect. Only part of the results is shown (hit frequency here may not be typical).

SMILES	Epigenetic derep
CCn1c(C(=O)NCc2ccccc2Cl)cc2sc(Cl)cc21	1.4%
COc1ccc(N2CCN(C(=O)CN(C)S(=O)(=O)c3cccs3)CC2)cc1	-1.8%
O=C(C1CCCN(S(=O)(=O)c2cccc3nsnc23)C1)N1CCN(c2ccccc2F)CC1 (stereo unspecified)	0.2%
CCC(C)Nc1sc(S(=O)(=O)CC)nc1S(=O)(=O)c1ccc(C)cc1 (stereo unspecified)	0.0%
CC(C)CN(CCCNC(=O)CN1C(=O)COc2ccc(S(=O)(=O)N3CCCCCC3)cc21)CC(C)C	-1.5%
Fc1ccccc1C(NCCc1ccc(Cl)cc1)c1nnc(-c2ccccc2)o1 (stereo unspecified)	3.8%
Cc1c(NC(=O)c2cc(-c3cccc(Cl)c3)on2)c(=O)n(-c2ccccc2)n1C	1.6%
O=C(Cn1c(=O)c(C(F)(F)F)nc2ccccc21)Nc1cccc(Br)c1	4.0%
CCOc1ccc(N(Cc2cc3cc(C)ccc3[nH]c2=O)C(=O)c2cccc(Cl)c2)cc1	-1.9%
COc1ccc(C2=C(C)C(=NCCCN3CCN(c4cc(Cl)ccc4C)CC3)NS2(=O)=O)cc1	-3.9%
CCc1ccccc1N(C)C(=O)c1nn(-c2ccc(OC)cc2)c(=O)c2c1c1ccccc1n2C	-1.9%
Cc1ccc(-n2c(=O)[nH]c3sc4c(c3c2=O)CCCC4)cc1	-1.0%
COc1ccc(Cc2nc3c4cnn(-c5ccccc5Br)c4ncn3n2)cc1	1.9%
COc1ccc(-c2noc(-c3nnn(-c4cc(C)ccc4C)c3N)n2)cc1	-1.4%
CCc1ccc(NC(=O)Cn2ncn3c(cc4ccccc43)c2=O)cc1	0.8%
COc1ccccc1Nc1cc(C(=O)NCc2cccs2)c2ccccc2n1	-0.1%
CCOc1ccc(CNC(=O)CSc2nnc(C)c3c(C)n(-c4ccccc4)nc23)cc1	5.7%
COc1ccc(OC(=O)c2nc(SCc3ccccc3C)ncc2Cl)cc1	5.8%
COCCCN1C(=O)c2oc3ccccc3c(=O)c2C12C(=O)N(C)c1ccccc12 (stereo unspecified)	-1.9%
O=C(Nc1ccc(NC(=O)c2cccs2)cc1)c1cccc(Br)c1	2.4%
Cc1ccsc1CN(C(=O)c1ccc(Br)cc1)C1CCS(=O)(=O)C1 (stereo unspecified)	-1.0%
CCOc1ccc(CCNC(c2cccc(Cl)c2)c2nnc(-c3ccccc3)o2)cc1OCC (stereo unspecified)	-0.2%
O=C(COc1ccc(Cl)cc1)Nc1ccc(-c2nc3ccccc3s2)c(O)c1	-1.6%
COCCn1c(-c2ccccc2)c(C)n2c3c(=O)n(C)c(=O)n(C)c3nc12	-1.1%
Cc1ccc(-c2cc(-c3coc4ccc(Cl)cc4c3=O)c3c(n2)-c2ccccc2OC3)cc1	0.0%
COc1ccc(-c2nnn3c2nc(NCCc2ccc(OC)c(OC)c2)c2ccccc23)cc1	8.9%
CCOc1ccccc1CNC(=O)c1ccc(N2Cc3ccccc3Oc3ncccc32)s1	5.6%
CCOc1ccc(S(=O)(=O)N2CCN(c3c(C)cccc3C)CC2)c2ccccc12	-1.1%
O=C1CN(C(=O)c2ccccc2)C(c2ccc(F)cc2)c2cc(Br)ccc2N1 (stereo unspecified)	-1.8%
Cc1cc(C)cc(NC(=O)C2CCCN2S(=O)(=O)c2ccc3c(c2)C(C)(C)C(=O)N3C)c1 (stereo unspecified)	-2.4%
CCN1CCN(Cc2c(O)ccc3oc(C)c(C(=O)Nc4ccc(C)cc4C)c23)CC1	-0.8%
O=C(NCc1ccco1)c1ccc2c(c1)N(Cc1ccc(Cl)cc1)C(=O)c1ccccc1S2(=O)=O	-1.1%
O=C(Nc1ccc(Br)cc1)C1CCN(c2ncccn2)CC1	0.6%
CCCCCn1c(=O)[nH]c2cc(C(=O)N3CCN(c4cccc(C(F)(F)F)c4)CC3)ccc2c1=O	-1.0%
COc1ccc(OC(C)c2nc3ccccc3[nH]2)cc1 (stereo unspecified)	-0.8%
COc1ccc(Cn2c(=O)c3oc4ccccc4c3n(CC(=O)Nc3ccc(F)cc3F)c2=O)cc1	11.2µM*
O=C(Nc1ccc(OCc2cc(=O)n3c4c(sc3n2)CCCC4)cc1)c1ccccc1	4.7%
COc1cc(CCNC(=O)c2ccc3c(c2)c(C)c(C)n3Cc2cccc(C)c2)cc(OC)c1OC	5.0%
O=C(NCCc1ccc(Cl)cc1)c1cnc2sc(N3CCOCC3)nn2c1=O	-0.9%
O=C(c1ccc2c(=O)n(CCc3ccccc3)c(=O)[nH]c2c1)N1CCN(c2ccc(Cl)cc2)CC1	1.0%

Reprinted at random: 2 records from the list, in no set order.
SMILES	Epigenetic derep
Fc1ccccc1C(NCCc1ccc(Cl)cc1)c1nnc(-c2ccccc2)o1 (stereo unspecified)	3.8%
CCOc1ccc(CCNC(c2cccc(Cl)c2)c2nnc(-c3ccccc3)o2)cc1OCC (stereo unspecified)	-0.2%

More records follow:
SMILES	Epigenetic derep
O=C(NCc1ccc(F)cc1)C1CCN(C(=O)c2ccc(-n3ccc4ccccc43)s2)CC1	2.4%
Cc1ccc(OCC(=O)Nc2ccc3c(c2)sc(=O)n3C)cc1	3.0%
O=C(O)c1ccc(NC(=O)c2ccc(Cl)c(S(=O)(=O)N3CCCCCC3)c2)cc1	0.0%
CC1=C(C(=O)OCc2ccccc2)C(c2cccc(Cl)c2Cl)CC(=O)N1 (stereo unspecified)	1.9%
COc1ccc(-c2nc3ccccc3s2)cc1NC(=O)c1ccc(F)cc1	0.0%
COc1ccc(N(Cc2cc3cc(OC)ccc3[nH]c2=O)C(=O)c2cccc(Cl)c2)cc1	13.0%
COc1ccc(-c2cc(C(F)(F)F)nc(NCc3ccc(Cl)cc3)n2)cc1	-3.5%
Cc1ccc(C)c(NC(=O)CCCn2c(C)c3cnn(-c4ccccc4)c(=O)c3c2C)c1	11.0%
CCC1=Nc2cc(C(=O)NC(C)c3ccccc3)ccc2Sc2ccc(Cl)cc21 (stereo unspecified)	10.8%
COc1cccc(CNc2nc3ccccc3c3nc(-c4cccc(C)c4)nn23)c1	0.0%
Cc1cccc(OCc2cc(=O)n3c4c(sc3n2)CCCC4)c1C	-7.6%
O=C(CCc1nc(CN2CCN(S(=O)(=O)c3ccc(Br)cc3)CC2)no1)N1CCCCC1	5.7%
O=C(NCCSc1c[nH]c2ccccc12)c1ccc(Cl)cc1	-0.8%
COc1ccccc1-c1c(C(F)(F)F)oc2c(CN3CCCCC3C)c(O)ccc2c1=O (stereo unspecified)	-1.6%
O=S(=O)(c1ccccc1)c1nnn2c1nc(NCc1ccccc1)c1cc(Cl)ccc12	9.2%
O=S(=O)(NCc1csc(-c2ccccc2)n1)c1ccccc1	-3.9%
Cc1ccccc1C(=O)Nc1cc2c(cc1N1CCOCC1)n(C)c(=O)n2C	4.9%
COc1ccccc1N(CC(=O)Nc1ccc2c(c1)OCO2)S(=O)(=O)c1ccc(C)cc1	5.9%
O=C(c1ccco1)n1nc(-c2ccc(Cl)cc2)nc1NCc1ccc(F)cc1	1.1%
Cc1cc(NS(=O)(=O)c2ccc(NC(=O)COc3ccc(Cl)cc3)cc2)nc(C)n1	0.3%
CC1=C(c2ccc(Cl)cc2)S(=O)(=O)N=C1N1CCN(c2cccc(C)c2C)CC1	5.3%
CCCCC(=O)OC1=C(C(=O)c2ccccc2)N(CC)S(=O)(=O)c2ccccc21	-1.4%
Cc1cc(C)cc(Nc2cc(C(=O)NCCCN(C)C3CCCCC3)c3ccccc3n2)c1	-2.3%
COc1ccc(-c2noc(CSc3nnc(Cc4ccccc4)n3-c3ccc(F)cc3)n2)cc1	-1.9%
N#C/C(=C\c1ccc(Cl)cc1)c1nc(-c2cc3c(ccc4ccccc43)oc2=O)cs1	-0.5%
Cc1ccc(NC(=O)C2CCCN(c3nc4ccccc4s3)C2)c(C)c1 (stereo unspecified)	-4.6%
CCCN(CCC)CCNC(=O)CS(=O)Cc1nc(-c2ccc(OC)c(OC)c2)oc1C (stereo unspecified)	-0.3%
CCOc1ccc(NC(=O)Cn2c(=O)n(CCCS(=O)(=O)C3CCCCC3)c(=O)c3ccccc32)cc1	1.3%
Cc1cccc(NC(=O)CSc2nc(-c3ccco3)nc3cc(=O)[nH]n23)c1	6.2%
CCOc1ccccc1NC(=O)N1CCN(C)c2ncccc21	-2.7%
COc1ccc(OCC(=O)NC(Cc2c[nH]c3ccccc23)C(=O)O)cc1 (stereo unspecified)	-1.6%
CCN(C(=O)Cn1nc(Cc2ccncc2)c2ccccc2c1=O)c1cccc(Cl)c1	-1.4%
CC(C)OCCCNC(=O)CCCn1c(SCC(=O)c2ccc(Br)cc2)nc2c(sc3ccccc32)c1=O	0.0%
Cc1ccc(-c2nc3ccccn3c2Nc2c(C)cccc2C)o1	0.0%
CC1CCN(c2nc3ccccc3nc2C(F)(F)F)CC1	-1.5%
Cc1cccc(OCCn2c(-c3ccc(Cl)cc3)nc3ccccc3c2=O)c1C	-0.8%
O=C(Nc1cccc(C(F)(F)F)c1)c1cc(-c2ccc(Cl)cc2)on1	1.7%
Cn1c(=O)oc2cc(S(=O)(=O)N3CCCC(C(=O)N4CCN(c5ccccc5F)CC4)C3)ccc21 (stereo unspecified)	3.8%
Cc1ccc(-n2c(=O)c3ccc(C(=O)NCc4ccccc4Cl)cc3n(Cc3ccccc3F)c2=O)cc1	2.0%
O=S(=O)(c1ccc(Cl)cc1)c1nnn2c1nc(NC1CCCCC1)c1sccc12	6.3%
CCN(c1cccc(C)c1)C(CNS(=O)(=O)c1ccccc1)c1ccccc1 (stereo unspecified)	-4.1%
Cc1ccc(N(C)S(=O)(=O)c2c(-c3ccccc3)csc2C(=O)O)cc1	-0.7%
Cc1nc(SCCOc2ccc(Cl)cc2)[nH]c(=O)c1Cc1ccccc1	1.9%
O=C(c1ccc2c(c1)N(Cc1ccc(F)cc1)C(=O)c1ccccc1S2=O)N1CCOCC1 (stereo unspecified)	0.0%
CCOc1cc2sc(N3CCC(C(=O)Nc4ccc(C)cc4C)CC3)nc2cc1Br	1.1%
COc1cc(CN(CC2CCCO2)C(=O)c2ccc(F)cc2)cc(OC)c1OC (stereo unspecified)	-3.8%
COc1ccc2oc(=O)c(C(=O)NCCc3c(C)[nH]c4c(Cl)cccc34)cc2c1	?
Cc1nn(-c2ccccc2)c(-n2cccc2)c1C(=O)N1CCN(c2ccccc2)CC1	-2.3%
CCOc1ccccc1NC(=O)C(NS(=O)(=O)c1ccc2c(c1)CCC(=O)N2)c1ccccc1 (stereo unspecified)	-0.3%
Cc1ccc(CCNC(=O)CCCn2c(=O)c3ccccc3n(Cc3ccccc3C#N)c2=O)cc1	-1.8%
COCCCNC(=O)c1ccc2c(c1)N(Cc1ccccc1F)C(=O)c1ccccc1S2=O (stereo unspecified)	-1.1%
COc1cc(C2c3c(oc4ccccc4c3=O)C(=O)N2c2nncs2)cc(OC)c1OC (stereo unspecified)	0.0%
Cc1cccc(OCCCCn2nnc3sc4c(c3c2=O)CCC(C)C4)c1 (stereo unspecified)	-2.6%
Cc1ccc2nc(-c3c[nH]c4ccccc34)c(Nc3ccccc3)n2c1	7.1%
COc1ccc(C(=O)Nc2ccccc2)cc1S(=O)(=O)Nc1ccc(Br)cc1	-0.8%
C=Cc1ccc(Cn2c(=O)n(-c3cccc(Cl)c3)c(=O)c3c4c(sc32)CN(C(C)=O)CC4)cc1	2.4%
Cc1ccc(N2C(=O)C(CC(=O)Nc3ccc(F)cc3)N(Cc3ccc4c(c3)OCO4)C2=O)cc1 (stereo unspecified)	1.5%
COc1ccc(NC(=O)CSc2ncc3c(n2)-c2ccccc2N(Cc2ccc(C)cc2)S3(=O)=O)cc1Cl	8.0%
CCS(=O)(=O)c1ncc(Cl)c(C(=O)Nc2c(C(=O)c3ccc(C)cc3)oc3ccccc23)n1	?
COc1ccc(Cn2c(SCc3ccc(C(=O)NCc4cccs4)cc3)nc3cccnc32)cc1	0.0%
(list continues)
SMILES	Epigenetic derep
CCOCCc1nnc(NC(=O)C(=O)c2cc(C)n(-c3ccc(C)c(C)c3)c2C)s1	-0.5%
CCOC(=O)c1c(C)[nH]c(C)c1S(=O)(=O)N(C)CC(=O)Nc1cccc(C(F)(F)F)c1	5.7%
CCOc1ccc(NC(=O)CCc2c(C)nc3cc(-c4ccc(Cl)cc4)nn3c2C)cc1	0.8%
CCCOc1cccc(C2c3c(oc4ccccc4c3=O)C(=O)N2c2nncs2)c1 (stereo unspecified)	2.5%
COc1cc(C(=O)Nc2ccc3oc(-c4ccccc4)nc3c2)cc(OC)c1OC	-1.6%
COc1ccc(N2CCN(Cc3nc4c(c(=O)[nH]c(=O)n4C)n3CC(C)C)CC2)cc1	6.9%

By substructure, those above containing an NH in an aromatic ring.
SMILES	Epigenetic derep
CCOc1ccc(N(Cc2cc3cc(C)ccc3[nH]c2=O)C(=O)c2cccc(Cl)c2)cc1	-1.9%
Cc1ccc(-n2c(=O)[nH]c3sc4c(c3c2=O)CCCC4)cc1	-1.0%
CCCCCn1c(=O)[nH]c2cc(C(=O)N3CCN(c4cccc(C(F)(F)F)c4)CC3)ccc2c1=O	-1.0%
COc1ccc(OC(C)c2nc3ccccc3[nH]2)cc1 (stereo unspecified)	-0.8%
O=C(c1ccc2c(=O)n(CCc3ccccc3)c(=O)[nH]c2c1)N1CCN(c2ccc(Cl)cc2)CC1	1.0%
COc1ccc(N(Cc2cc3cc(OC)ccc3[nH]c2=O)C(=O)c2cccc(Cl)c2)cc1	13.0%
O=C(NCCSc1c[nH]c2ccccc12)c1ccc(Cl)cc1	-0.8%
Cc1cccc(NC(=O)CSc2nc(-c3ccco3)nc3cc(=O)[nH]n23)c1	6.2%
COc1ccc(OCC(=O)NC(Cc2c[nH]c3ccccc23)C(=O)O)cc1 (stereo unspecified)	-1.6%
Cc1nc(SCCOc2ccc(Cl)cc2)[nH]c(=O)c1Cc1ccccc1	1.9%
COc1ccc2oc(=O)c(C(=O)NCCc3c(C)[nH]c4c(Cl)cccc34)cc2c1	?
Cc1ccc2nc(-c3c[nH]c4ccccc34)c(Nc3ccccc3)n2c1	7.1%
CCOC(=O)c1c(C)[nH]c(C)c1S(=O)(=O)N(C)CC(=O)Nc1cccc(C(F)(F)F)c1	5.7%
COc1ccc(N2CCN(Cc3nc4c(c(=O)[nH]c(=O)n4C)n3CC(C)C)CC2)cc1	6.9%
